KOR beta-arrestin-1 = kappa opioid receptor activators – cell-based, luminescence, uHTS, primary screen (AID 1777). KOR beta-arrestin recruitment, luminescence; higher % means a stronger effect. activation, % at 10 µM, or EC50 in µM where a hit was titrated. 280,000 tested, 0.02% active; in the data active = activation above about 50%, passing the limit was not always enough; also: a part of the inactive calls stands beside numbers as strong as those of hits
T cell modulator = T cell immune modulators affecting CD8 T cell-vesicle binding. 2C CD8+ T cell-vesicle binding, flow cytometry; active compounds read low. calls only at 7 µM. 330,000 tested, 0.068% active;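 active = response, share of CD8 T cells binding vesicles, and their 90th percentile fluorescence all below set limits, cut at about 80% in these data, passing the limit was not always enough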
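Assay system – 2C mouse CD8+ T cells · Also added – QL9-loaded Drosophila micro-vesicles · Timing – Cell–vesicle co-incubation 1.5 h at 37 °C, staining 20 min on ice · Signal – flow cytometry of vesicle-bound cells · Measure – percent CD8+ FL2 mean versus row control · Controls – Peptide-free naked vesicles (low) and QL9 vesicles with 0.7% DMSO vehicle (high)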
HEK293 NOD2/NF-kB = inhibition of NOD2-driven NF-kB reporter – cell-based, luminescence, uHTS, HEK293 (AID 1566). HEK293 NOD2/NF-kB luciferase reporter, luminescence; higher % means a stronger effect. inhibition, % at 4 µM; hits with a dose series show EC50 in µM. 290,000 tested, 0.63% active; also: many of its hits are not listed in these tables
NTR1 ag = agonists of NTR1, primary screen, imaging, U2OS cells, beta-arrestin-GFP, high content (AID 493036); P30989; NTR1-U2OS beta-arrestin-GFP spot imaging, agonist mode; activation, % at 20 µM; 330,000 tested, 0.17% active;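 active = activation at or above 40% of the spot to cytoplasm intensity ratio, with at least 20 cells analyzed; inconclusive = wells under 20 cells, flagged as cytotoxic or low count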;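 also: 0% = DMSO without peptide and 100% = 100 nM NTR1 peptide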
Target sequence (P30989 whole entry, looked up): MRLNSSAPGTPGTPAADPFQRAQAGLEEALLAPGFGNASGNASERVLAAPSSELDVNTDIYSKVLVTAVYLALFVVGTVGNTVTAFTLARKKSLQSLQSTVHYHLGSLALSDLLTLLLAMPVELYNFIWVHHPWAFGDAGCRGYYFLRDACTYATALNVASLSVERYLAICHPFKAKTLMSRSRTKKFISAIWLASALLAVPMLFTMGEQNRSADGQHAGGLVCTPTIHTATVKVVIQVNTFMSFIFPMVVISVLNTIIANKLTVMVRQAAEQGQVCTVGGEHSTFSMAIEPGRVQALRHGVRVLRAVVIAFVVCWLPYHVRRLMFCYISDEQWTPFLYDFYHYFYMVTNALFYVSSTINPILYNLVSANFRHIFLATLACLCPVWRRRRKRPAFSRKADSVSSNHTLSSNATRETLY
GPR55 beta-arrestin = selective activators of receptor GPR55 – imaging, U2OS cells, beta-arrestin-GFP redistribution, primary screen (AID 1961); activation, % at 10 µM, or EC50 in µM where a hit was titrated; 290,000 tested, 0.048% active; U2OS GPR55 beta-arrestin-GFP redistribution imaging; higher % means a stronger effect;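 active = activation above 40% with more than 50 cells counted in the well; inconclusive = wells holding fewer than 50 cells, flagged as toxic or sparse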;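 also: U2OS osteosarcoma cells stably expressing GPR55 and beta-arrestin-GFP; plate controls were DMSO negative control for no effect and LPI positive control for full effect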
KOR beta-arrestin-2 = kappa opioid receptor blockers – cell-based, luminescence, uHTS (AID 1778); KOR beta-arrestin recruitment, luminescence, antagonist mode; higher % means a stronger effect; inhibition, % at 10 µM, or IC50 in µM where a hit was titrated; 290,000 tested, 0.091% active; also: strong numbers were not always called active
Myeloid diff MLP = compounds promoting myeloid differentiation. ER-HoxA9 myeloid progenitors, lysozyme-GFP differentiation, flow cytometry. calls only at 10 µM. 360,000 tested, 1% active. AID 624256;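 active = normalized GFP-positive differentiation at or above the plate's own cutoff, the solvent-only control mean plus 3 SD; inconclusive = no clear call, values can overlap the other calls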;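 also: cells exposed to compound for four days before flow analysis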
GPR55 antagonists = inhibition of LPI-stimulated GPR55 beta-arrestin translocation – imaging, U2OS, beta-arrestin-GFP, LPI agonist, primary screen (AID 2013). inhibition, % at 10 µM, or IC50 in µM where a hit was titrated. 290,000 tested, 0.13% active. U2OS GPR55 beta-arrestin-GFP translocation imaging, LPI antagonism; higher % means a stronger effect;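 active = spots per cell inhibited over 60%, with over 100 cells counted and total cytoplasm intensity under 500,000; inconclusive = wells with under 100 cells, flagged as likely toxic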;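 also: U2OS cells stably carrying GPR55 and arrestin-GFP stimulated by 5 µM LPI near EC80; imaged beta-arrestin-GFP aggregate spots per cell after agonist stimulation; plate controls were LPI-stimulated DMSO wells for no effect and DMSO wells without LPI for full effect; some results filed as inactive read as strong as hits; confirmed hits need IC50 under 10 µM and bright autofluorescent wells are also inconclusive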
NOD1 NF-kB reporter = NOD1 signaling inhibitors, primary screen, cell-based, luminescence, uHTS (AID 1578); 290,000 tested, 1% active; one-dose inhibition, % at 4 µM; EC50 in µM for titrated hits; NOD1-driven NF-kB luciferase reporter cells, luminescence; higher % means a stronger effect; in the data active = inhibition mostly above about 36%, no sharp cut-off; inactive = mostly below about 34%;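 also: HEK-293T reporter cells stimulated with the NOD1 agonist gamma-tri-DAP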
T cell modulator vesicle-bound % = also measured in T cell modulator; calls as there; double positive events, %; measured here: CD8+ vesicle-bound cell fraction;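 binding gate set so that unloaded-vesicle control wells show 10% double positive cells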
NTR1 ag cell count 20 µM = also measured in NTR1 ag; calls as there; cell count; measured here: cell count, cytotoxicity flag
Myeloid diff MLP GFP+ MAC1+ % = further read-out of Myeloid diff MLP, marked with its call; GFP+ MAC1+ double positive, %; measured here: differentiation confirmed by MAC1 staining
* hit, by the source's call; i = inactive; ? = inconclusive; · = not tested or not shown; + = active, no number; [ ] = dose if it differs, or a comment. Rule as the data show it, unless noted: active = inhibition above about 50%; inactive = the rest. Only part of the results is shown; count on the stated rates, not on these rows.

SMILES | KOR beta-arrestin-1 | T cell modulator | T cell modulator vesicle-bound % | HEK293 NOD2/NF-kB | NTR1 ag | NTR1 ag cell count 20 µM | GPR55 beta-arrestin | KOR beta-arrestin-2 | Myeloid diff MLP | Myeloid diff MLP GFP+ MAC1+ % | GPR55 antagonists | NOD1 NF-kB reporter
Cn1c(=O)c2c(nc(N/N=C/c3cccnc3)n2Cc2ccccc2)n(C)c1=O | -1.3% | i | 8 | 26% | 1.9 | 54 | -0.1% | 5% | i | 0.3 | -7% | -4%
Cc1cnc(C(=O)Nc2ccccc2-c2ccc(C)o2)cn1 | 0.2% | i | 22 | 7% | 5.6 | 54 | 0.2% | -4% | i | 0.6 | 12% | -23%
Cc1coc2c1c(C)cc1oc(=O)c(CC(=O)NCC(=O)N[C@H](C(=O)O)C(C)C)c(C)c12 | -0.9% | i | 31 | -9% | 0.7 | 95 | -0.1% | 14% | i | 0.1 | 8% | -5%
Clc1c(CSc2nc3ccccc3o2)nc2ccccn12 | -4.1% | i | 30 | -130% | 2.6 | 59 | 0.3% | 22% | i | 1.0 | 12% | -24%
COc1ccc(Oc2cccc(Cl)c2CNC(=O)CCC(=O)O)cc1 | -6.0% | i | 45 | 13% | 1.0 | 55 | -0.2% | -4% | i | 0.7 | -9% | -7%
Cc1cccc(N2CCN(c3ccc(N4C(=O)CCCC4=O)cc3[N+](=O)[O-])CC2)c1C | 8.2% | i | 40 | 15% | 2.0 | 55 | 0.1% | 14% | i | 0.3 | -9% | 17%
COC(=O)c1sc(-c2cccs2)cc1NC(=O)/C=C/C(=O)O | 5.2% | i | 28 | 2% | 0.8 | 53 | -0.2% | -28% | i | 0.5 | 1% | -9%
COCCCNC(=O)/C(C#N)=c1\s/c(=C\c2ccccc2OC(F)F)c(=O)n1CCCOC | 5.5% | i | 48 | -30% | 3.2 | 68 | ? | -20% | i | 0.2 | 9% | 53%
COC(=O)C(CC(=O)Nc1cc(C)ccc1C)Nc1ccccc1OC (stereo unspecified) | -1.9% | i | 17 | 16% | -1.5 | 97 | -0.1% | 11% | i | 2.1 | 28% | -27%
O=C(COC(=O)c1ccccc1F)Nc1cccnc1Cl | -3.1% | i | 54 | 6% | -0.5 | 30 | 0.0% | 1% | i | 0.3 | 5% | -16%
O=C(NCc1ccccc1Cl)C1CCCN(S(=O)(=O)c2cccc3nonc23)C1 (stereo unspecified) | -2.5% | i | 26 | 0% | -1.9 | 53 | -0.2% | 3% | i | 0.6 | 3% | 22%
O=C(c1cccc(Cl)c1)N1CCN(c2ncccn2)CC1 | -7.9% | i | 37 | 5% | -0.7 | 97 | 0.4% | 9% | i | 0.5 | -3% | -9%
O=C(NCCCN1CCN(c2ccccc2F)CC1)C1CCN(S(=O)(=O)c2cccs2)CC1 | 1.4% | i | 46 | 35% | -0.2 | 47 | -0.3% | 2% | i | 4.9 | 3% | ·
Cc1cccc(NC(=O)CC(C)(C)C)c1 | -1.9% | i | 15 | 5% | 1.1 | 65 | -0.4% | -14% | i | 4.7 | 13% | -13%
COc1ccc(N(CC(=O)NCCc2ccccc2)C(=O)c2csnn2)cc1OC | 5.2% | i | 33 | -7% | 1.4 | 49 | 0.0% | -37% | · | · | -11% | -12%
O=C(c1ccc(Cl)cc1[N+](=O)[O-])N1CCOCC1 | -0.6% | i | 37 | 19% | -0.2 | 39 | 0.1% | 6% | i | 0.0 | 3% | -6%
COc1ccc(CCNC(=O)CSc2nn(-c3ccccc3)c(=S)s2)cc1 | -2.4% | i | 34 | -13% | 0.1 | 56 | -0.1% | 18% | i | 0.4 | 11% | -11%
CCc1cc2c(=O)c(-c3nc(C)cs3)coc2cc1OC(C)C(=O)NCCO (stereo unspecified) | 3.8% | i | 28 | -11% | -0.4 | 46 | -0.1% | -12% | i | 0.4 | 7% | -16%
CCOc1ccc2nc(SCc3ccccc3C#N)sc2c1 | 1.8% | i | 46 | -77% | 7.3 | 46 | -0.1% | -14% | i | 2.2 | 8% | 15%
Cc1nnc(NC(=O)C(C)Sc2nnc(-c3ccco3)n2C(C)C)s1 (stereo unspecified) | 1.0% | i | 36 | 16% | -0.6 | 43 | 0.3% | -16% | i | 0.5 | 5% | -55%
O=C(NCC1CCCO1)c1ccc(COc2ccc(Br)cc2)cc1 (stereo unspecified) | 3.3% | i | 5 | 21% | 0.9 | 73 | 0.0% | -4% | i | 0.6 | 9% | 25%
COCCCNC(=O)/C(C#N)=C/c1c(N2CCN(c3ccccc3)CC2)nc2ccccn2c1=O | -3.7% | i | 46 | 2% | 1.3 | 75 | 0.0% | -6% | i | 0.4 | 4% | -10%
O=C(Nc1cccc(-c2ccc(F)cc2)c1)C1CCCN(Cc2cccnc2)C1 (stereo unspecified) | 3.3% | i | 66 | -11% | 1.3 | 68 | -0.1% | -38% | i | 1.5 | 0% | -34%
CN(C)C(CNC(=O)Cc1cccc(C(F)(F)F)c1)c1ccco1 (stereo unspecified) | -0.3% | i | 51 | 1% | -0.5 | 45 | -0.5% | -3% | i | 0.8 | ? | -15%
O=c1[nH]nc(-c2ccc(F)cc2)cc1Cc1ccccc1 | -0.7% | i | 22 | 16% | 0.4 | 56 | 0.0% | 18% | i | 0.7 | 6% | -1%
Continued.
SMILES | KOR beta-arrestin-1 | T cell modulator | T cell modulator vesicle-bound % | HEK293 NOD2/NF-kB | NTR1 ag | NTR1 ag cell count 20 µM | GPR55 beta-arrestin | KOR beta-arrestin-2 | Myeloid diff MLP | Myeloid diff MLP GFP+ MAC1+ % | GPR55 antagonists | NOD1 NF-kB reporter
O=C(NNc1ccccc1)Nc1ccccc1F | 16% | i | 24 | 0% | 0.6 | 52 | -0.4% | -27% | i | 1.2 | 0% | -31%
O=C1CCCCC1Oc1ccc2ccc(=O)oc2c1 (stereo unspecified) | 0.5% | i | 56 | 0% | 0.4 | 89 | 0.0% | -24% | i | 0.2 | -4% | -5%
CCC(Sc1nc2c(c(=O)n1CC)SC(C)C2)C(=O)OC (stereo unspecified) | -2.1% | i | 32 | -3% | 1.8 | 97 | -0.3% | -19% | i | 2.8 | -6% | -22%
COc1cccc(C2SCC(=O)N2c2ccc(Cl)cc2)c1OC (stereo unspecified) | 5.6% | i | 5 | -6% | -1.3 | 74 | -0.6% | -2% | i | 1.1 | 7% | 10%
CN(C)CCSc1nc(N)c2c3c(sc2n1)COC(C)(C)C3 | -4.9% | i | 9 | 14% | -0.1 | 59 | 0.1% | -25% | i | 6.3 | 6% | -13%
COc1ccc(CC(=O)N2CCN(C(=O)Cc3ccc(OC)cc3)CC2)cc1 | -2.5% | i | 49 | 1% | 0.8 | 17 | 0.0% | 30% | i | 1.1 | 11% | -30%
Cn1c(CN2CCOCC2)nnc1SCC(=O)Nc1cc(Cl)ccc1Cl | 4.0% | i | 11 | -2% | 0.2 | 56 | -0.2% | -32% | i | 0.0 | -12% | -18%
S=C(Nc1ccc(Cl)cc1Cl)N1CCCC1 | 5.2% | i | 70 | -8% | 0.3 | 60 | -0.1% | -9% | i | 0.4 | -15% | -31%
CCNC(=O)NC(=O)C(C)Sc1nc2ccccc2c(=O)n1-c1cccnc1 (stereo unspecified) | -3.8% | i | 15 | -2% | -2.3 | 48 | 0.7% | -7% | i | 4.5 | 7% | -27%
CSc1nc(O)c(Nc2cccc(Cl)c2)c(=O)[nH]1 | -2.1% | i | 40 | 9% | -0.7 | 32 | -0.1% | 43% | i | 0.1 | 15% | -10%
C/C=C/Cn1cccc(C(=O)Nc2ccc(OC)cc2)c1=O | -7.1% | i | 54 | -5% | -0.7 | 38 | -0.3% | 0% | i | 0.3 | -4% | -33%
COc1ccc(C(C(=O)NC2CCCCC2)N(C(=O)c2ccco2)c2ccccc2C(C)=O)cc1OC (stereo unspecified) | 0.3% | i | 28 | -2% | 1.0 | 45 | 0.5% | 11% | i | 0.1 | 0% | -18%
CCn1c(N2CCN(CC(=O)Nc3cccc(C)c3C)CC2)nc2ccccc21 | 0.8% | i | 27 | -2% | 1.8 | 72 | -0.2% | -21% | i | 0.4 | 18% | -28%
CC(O)(CS(=O)(=O)Cc1ccc(Cl)cc1)C(=O)Nc1cccc(C(F)(F)F)c1 (stereo unspecified) | -0.7% | i | 49 | -20% | 0.8 | 50 | -0.3% | 8% | i | 6.7 | 22% | -17%
CCSc1nnc(NC(=O)CSc2nccn2-c2cccc(C)c2C)s1 | 3.7% | i | 25 | 6% | 1.2 | 34 | 0.3% | 18% | · | · | -10% | 8%
Cc1ccc(C)c(C(=O)COC(=O)C(C)N2C(=O)C3C4CCC(C4)C3C2=O)c1 (stereo unspecified) | 1.3% | i | 10 | 3% | -0.9 | 57 | -0.2% | -14% | i | 0.9 | 10% | -24%
COc1ccc(CCn2ccc(O)c(Cc3ccc(Cl)cc3)c2=O)cc1OC | -3.3% | i | 36 | 10% | -0.6 | 27 | 0.2% | -3%[20 µM] | + | 0.8* | 8% | 3%
CC(C)N1C(=O)c2ccccc2N(Cc2ccccc2)S1(=O)=O | 3.0% | i | 58 | 18% | -0.9 | 61 | 0.4% | -7% | i | 1.2 | 6% | -9%
Cc1c(C(=O)N2CCOCC2)cc(C(C)(C)C)n1-c1ccccc1 | -2.4% | i | 28 | 9% | -1.4 | 54 | -0.4% | 23% | i | 0.7 | 8% | -1%
Cc1nn(C)c(C)c1CCC(=O)NC1CC(C)(C)Cc2c1cnn2-c1ccccc1 (stereo unspecified) | -2.5% | i | 49 | 7% | -0.1 | 68 | 0.2% | 37% | i | 0.9 | -6% | 1%
CCSc1ccccc1C(=O)NCc1ccc(OC)cc1 | -3.8% | i | 10 | 6% | 2.7 | 65 | -0.1% | -15% | i | 1.3 | 6% | -17%
Cc1cccc(Nc2cc(C)nc3ccccc23)c1 | 8.9% | i | 34 | -7% | 2.3 | 53 | -0.3% | -21% | i | 0.4 | -2% | -25%
CCn1c(C(c2ccccc2)c2ccccc2)n[nH]c1=S | 1.8% | i | 48 | 15% | -0.2 | 67 | -0.1% | -11% | i | 0.9 | 9% | 10%

Bioassay records deposited in PubChem BioAssay by several laboratories.
